aSyn tox rescue = inhibitors of alpha-synuclein toxicity in yeast; actives 0.02% (n = 94,000); Potency, µM (titrated, usually from 46.1 µM), for inactives: at the top dose growth rescue (activation), usual class: activators; S. cerevisiae alpha-synuclein toxicity rescue, BacTiter-Glo growth, 24 h; AID 1347070; active means well fitted activation curve with a large enough effect; inconclusive means small, poorly fitted or top-dose-only effect; further: 0% is about no effect
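Growth restoration measured by BacTiter-Glo luminescence after 24 hr at 30 deg C; alpha-synuclein yeast, raffinose-pregrown to mid-log, were added at OD600=0.02 in galactose medium onto pinned compounds.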
Starred values were filed as active, the others as inactive; ? = inconclusive; & = joins results of further samples; [ ] = remark or other dose. Potency means the concentration at half of the fitted maximal effect. These rows are one share of the data; count on the stated rates, not on these rows.

SMILES | aSyn tox rescue
N#Cc1ccc(CSc2nnc(-c3c[nH]c4ccccc34)n2-c2ccccc2)cc1 | -5%
Cc1ccc(C(=O)N2NC(c3ccc(F)cc3)C3C(=O)N(c4ccc(C)c(C)c4)C(=O)C32)cc1 (stereo not given) | -8%
COC(=O)C(Cc1csc2ccc(Cl)cc12)NC(=O)c1ccc(Cl)cc1 (stereo not given) | -8%
O=C(Nc1cccc(C(F)(F)F)c1)C1CCCN(S(=O)(=O)c2cccc3nsnc23)C1 (stereo not given) | -7%
c1ccc(CNc2nc(CN3CCOCC3)nc3scc(-c4ccccc4)c23)cc1 | -9%
Cn1c(C(=O)Nc2cccc(Cl)c2)cc2c(=O)n(C)c3ccccc3c21 | 5%
CN(C)/N=C/c1ccc(OS(=O)(=O)c2ccccc2)cc1 | -5%
C[C@@H]1CCCCO[C@@H](CN(C)S(=O)(=O)c2cn(C)cn2)[C@@H](C)CN([C@H](C)CO)C(=O)c2cc(NC(=O)Nc3ccc(C(F)(F)F)cc3)ccc2O1 | -1%
CCc1c(C(=O)N/N=C/c2sccc2C)nnn1-c1nonc1N | -1%
COc1cc2nc(SCC(=O)Nc3ccccc3F)n3nc(-c4ccccc4)nc3c2cc1OC | -11%
COCC(=O)Nc1ccc2c(c1)[C@@H]1C[C@H](CC(=O)OC)O[C@@H](CO)[C@@H]1O2 | 6%
Cc1nn(CC(=O)NCc2ccco2)c(=O)c2cc3ccccc3n12 | 1%
O=C(c1ccc(F)cc1)N1CCC(C(=O)N2CCN(S(=O)(=O)c3cccc([N+](=O)[O-])c3)CC2)CC1 | 0%
CCOC(CNC(=O)c1nnc(Cc2cc(OC)c(OC)c(OC)c2)o1)OCC | 9%
COc1ccc(CNC(=O)c2cc(C)nc3c2c(C)nn3-c2cccc(Cl)c2C)cc1 | -7%
CCN(CCCNC(=O)CCn1c(=O)[nH]c2ccsc2c1=O)c1ccccc1 | 5%
CCOc1ccccc1CN1CCN(Cc2cc3ccccc3[nH]2)CC1CCO (stereo not given) | 8%
Cc1ccc2c(c1)c1c(c(=O)n(-c3ccccc3)c(=O)n1CC(=O)c1ccc(F)cc1)n2C | 3%
COc1ccc(OC)c(C2=NS(=O)(=O)N(C)C(C(=O)Nc3ccc(C(C)=O)cc3)=C2)c1 | 3%
Cc1ccc2c(c1)N(CCC(=O)NC1CCCCC1)C(=O)CO2 | 2%
Oc1cccc(/C=N\Nc2nncc(-c3ccccc3)n2)c1 | -14%
COc1ccc(C2=NS(=O)(=O)N(C)C(C(=O)N3CCCCC3)=C2)cc1 | 1%
COc1ccccc1CNC(=O)CCC(=O)N1CCOc2ccc(C)cc21 | -6%
CCN1C(=O)CS/C1=N\S(=O)(=O)c1ccc(C)cc1 | -2%
Cc1cc(/C=C2\NC(=O)NC2=O)c(C)n1-c1ccc(N2CCOCC2)cc1 | -3%
The list continues:
SMILES | aSyn tox rescue
COc1ccc(CNC(=O)CC(c2ccc(OC)cc2)N2Cc3ccccc3C2=O)cc1 (stereo not given) | -3%
CCc1nnc(SCC(=O)Nc2ccc(F)cc2F)c2cc3sc(C)cc3n12 | -6%
COc1ccc(NCc2cc3cc4c(cc3n(CC(=O)Nc3cccc(F)c3)c2=O)OCO4)cc1 | 5%
O=C1c2cccc3c([N+](=O)[O-])ccc(c23)C(=O)N1O | 26%
Cc1ccc(S(=O)(=O)C(CNC(=O)Cc2ccc(Cl)cc2)c2cccs2)cc1 (stereo not given) | ?
COc1ccc(OC)c(S(=O)(=O)Nc2cc3c4c(c2)CCC(=O)N4CCC3)c1 | 1%
NC(=O)NC(CC(=O)NCCc1ccc(S(N)(=O)=O)cc1)c1ccccc1Cl (stereo not given) | 6%
O=C(OCC(=O)c1c[nH]c2ccccc12)c1ccc(OC(F)F)cc1 | 0%
Cc1ccc(NC(=O)c2cc3c(=O)n(Cc4ccco4)ccc3nc2C)cc1C | -1%
CC(Sc1nncs1)C(=O)Nc1ccc2c(c1)OCO2 (stereo not given) | 1%
CCC(=O)N1c2ccccc2CC1C(=O)N1CCN(c2ccccc2)CC1 (stereo not given) | 1%
Cc1nn(CC(=O)NC2CC2)c(=O)c2cc3ccccc3n12 | -3%
Cc1ccc(C(=O)Nc2c(C(=O)Nc3ccc(C)c(C)c3)sc3nc(C)cc(C)c23)cc1 | 6%
Cc1ccc(CNc2nc(N)c([N+](=O)[O-])c(NCc3ccccc3)n2)cc1 | 5%
Cc1cccc(NC(=O)c2c(NC(=O)c3ccco3)sc3c2CCC(C(C)(C)C)C3)c1 (stereo not given) | 0%
CCCN1C(=O)CN(C2CCCCCC2)C(=O)C1c1ccc(OCC)c(OC)c1 (stereo not given) | -10%
CCOc1ccc(C(=O)NCC(=O)NCC(c2ccccc2OC)N2CCCC2)cc1 (stereo not given) | -6%
Cc1ccc(-n2cnnn2)cc1S(N)(=O)=O | 2%
COc1cc2ccccc2cc1C(=O)Nc1ccc2oc(-c3ccccc3)nc2c1 | 0%
Cc1nn2c(=O)cc(COC(=O)c3ccc(F)cc3)nc2s1 | 1%
O=C(NNC(=S)Nc1ccccc1C(F)(F)F)C1CC1 | -13%
COc1cccc(N2CC(NC(=O)C3CC3)CC2=O)c1 (stereo not given) | -2%
COc1ccc(N2CCN(C(=O)C(C)n3c(=O)cc(C(F)(F)F)c4c(C)nn(C)c43)CC2)cc1 (stereo not given) | 22%
CC1(C(=O)OCC(=O)c2c[nH]c3ccccc23)CC1(Cl)Cl (stereo not given) | -12%
O=C(O)CC/C(=N\Nc1ccc(S(=O)(=O)N2CCOCC2)cc1[N+](=O)[O-])c1cccs1 | -6%
Additional structures follow.
SMILES | aSyn tox rescue
COc1ccc(N2CCN(S(=O)(=O)c3ccc(-c4cc(C(F)(F)F)on4)s3)CC2)cc1 | -4%
O=C(Nc1ccc(F)cc1)Oc1ccc[nH]c1=O | -4%
O=C(OCC(=O)N1CCOCC1)c1ccc(F)cc1Cl | 4%
CCCN1CCN(CCNC(=O)Nc2ccc(OC)c(OC)c2)CC1 | -6%
Cc1nnc(SC(C)C(=O)Nc2ccc3ccccc3c2)[nH]c1=O (stereo not given) | -4%
COc1ccc(OC)c(NS(=O)(=O)c2ccc(Br)s2)c1 | 10%
COc1ccc(NC(=O)CN(C)C(=O)Cn2cnc3c2c(=O)n(C)c(=O)n3C)cc1 | -5%
O=C(c1ccc(N2CCCC2)c([N+](=O)[O-])c1)N1CCc2ccccc2C1 | 7%
COc1cc(/C=C/C(=O)O)cc(S(=O)(=O)Nc2ccc3nc(C)sc3c2)c1OC | -10%
N#Cc1cc2cc3ccccc3nc2n2c(=O)c3ccccc3nc12 | -3%
N#C/C(=C/c1ccccc1Cl)c1nc2ccccc2c(=O)[nH]1 | -12%
Cc1ccc(S(=O)(=O)N2CCC(C(=O)NC3CC3)CC2)cc1 | 0%
O=S(=O)(/C=C/c1ccccc1)N1CCNCC1 | -4%
CCOc1cc(CNCCN2CCOCC2)ccc1OCc1ccccc1Cl | 3%
Cc1cc2nc(-c3cccc(NC(=O)c4cccc5ccccc45)c3)oc2cc1C | -11%
CCOC(=O)c1cc(-c2ccccc2)n(CCCC(=O)Nc2ccc(C)cc2Cl)c1C | -15%
COc1ccc(CCNC(=O)c2c(Nc3ccccc3C)sc(C(=O)c3ccccc3)c2N)cc1OC | 3%
CCN(CC)C(=O)CN1C(=O)COc2ccc(S(=O)(=O)N3CCOCC3)cc21 | 4%
Cc1cccc(C(=O)n2nc(-c3cccnc3)nc2NCc2ccc(F)cc2)c1 | -12%
Cc1ccccc1Cn1c(COc2ccc(Cl)cc2)nc2ccccc21 | -3%
CCOc1ccc(NC(=O)Cn2c(=O)c(CNc3ccc(CC)cc3)cc3cc4c(cc32)OCO4)cc1 | -2%
CCN(CC)C(=O)c1sc2c(c1C)c(=O)n(-c1ccccc1)c(=O)n2Cc1cc(=O)n2ccccc2n1 | 2%
C[C@H]1CN([C@@H](C)CO)C(=O)CCCn2nncc2CO[C@H]1CN(C)C(=O)Nc1ccc2c(c1)OCO2 | 3%
Cc1ccc(C)c(S(=O)(=O)Nc2ccc(C(=O)N3CCC3)cc2)c1 | -4%
CCOC(=O)C1=C(CS(=O)(=O)c2ccc(C(C)(C)C)cc2)NC(=O)NC1c1cccc(OC)c1 (stereo not given) | -14%

Grouped by structure, the compounds so far with an aryl thioether with sulfur outside any ring.
SMILES | aSyn tox rescue
N#Cc1ccc(CSc2nnc(-c3c[nH]c4ccccc34)n2-c2ccccc2)cc1 | -5%
COc1cc2nc(SCC(=O)Nc3ccccc3F)n3nc(-c4ccccc4)nc3c2cc1OC | -11%
CCc1nnc(SCC(=O)Nc2ccc(F)cc2F)c2cc3sc(C)cc3n12 | -6%
CC(Sc1nncs1)C(=O)Nc1ccc2c(c1)OCO2 (stereo not given) | 1%
Cc1nnc(SC(C)C(=O)Nc2ccc3ccccc3c2)[nH]c1=O (stereo not given) | -4%

Four entries from above, as labelled records:
C[C@H]1CN([C@@H](C)CO)C(=O)CCCn2nncc2CO[C@H]1CN(C)C(=O)Nc1ccc2c(c1)OCO2
- aSyn tox rescue = 3%

Cc1cccc(C(=O)n2nc(-c3cccnc3)nc2NCc2ccc(F)cc2)c1
- aSyn tox rescue = -12%

CCOC(=O)c1cc(-c2ccccc2)n(CCCC(=O)Nc2ccc(C)cc2Cl)c1C
- aSyn tox rescue = -15%

COc1cc(/C=C/C(=O)O)cc(S(=O)(=O)Nc2ccc3nc(C)sc3c2)c1OC
- aSyn tox rescue = -10%

More records:
SMILES | aSyn tox rescue
Cc1ccc(COC(=O)c2[nH]c3c(c2C)C(=O)CC(c2ccc(Cl)cc2)C3)cc1 (stereo not given) | -4%
CCOCCCn1c(=N)c(C(=O)NC2CCCC2)cc2c(=O)n3cc(C)ccc3nc21 | -5%
C=C(C)c1cccc(C(C)(C)NC(=O)N2CCN(C(=O)OCC)CC2)c1 | -3%
CCCC(=O)NCc1nc2cccnc2n1Cc1ccc(F)cc1 | -8%
COc1cccc(CNc2ncc(-c3ccc(Br)cc3)n2C)c1 | 0%
C[C@H](CO)N1C[C@H](C)[C@@H](CN(C)S(=O)(=O)c2ccc(C#N)cc2)OCc2cnnn2CCCC1=O | -5%
N#Cc1ccc(CN(Nc2ccccc2)c2ccccc2)cc1 | 2%
NS(=O)(=O)c1ccc(NC(=O)CSc2nnc(-c3ccc(O)cc3)o2)cc1 | -1%
CCOc1ccc(CNC(=O)c2cccc(NC(=O)N3CCSc4ncccc43)c2)cc1 | -8%
C/C(=N\OC(=O)Nc1ccccc1)c1ccc(C)cc1 | -10%
COc1ccc(Cn2c(CO)cnc2SCc2ccc(C)cc2)cc1 | 4%
O=C(Nc1ccccc1O)c1cc(S(=O)(=O)N2CCCC2)ccc1Cl | 6%
CC(C)CCOc1ccccc1Cn1c(=O)sc2ccccc21 | -6%
O=C(NCCCNC(=O)c1cc(Cl)ccc1Cl)c1cnccn1 | -1%
O=c1c(=O)n(CCO)n(CCO)c(=O)n1CCO | -4%
O=C(CNC(=O)N1CC(=O)Nc2ccccc21)NCCCc1ccccc1 | -13%
Cc1cccc(NC(=O)CCNC(=O)c2ccc(Br)cc2)c1C | 5%
COc1ccccc1OCCn1c(-c2ccc(Cl)cc2)nc2ccccc2c1=O | -11%
COc1ccc(/C=C2/SC(=S)N(NS(=O)(=O)c3ccc(C)cc3)C2=O)cc1 | 1%
CCc1ccccc1N(C)C(=O)C1CCCN(c2ncnc3onc(-c4ccc(F)cc4)c23)C1 (stereo not given) | -1%
COc1ccc(NS(=O)(=O)c2ccc3c(c2)CCN3C(=O)CCC(=O)O)cc1Cl | 1%
Cc1cccc2nc(-c3ccc(Cl)s3)c(Nc3ccc4c(c3)OCCO4)n12 | -12%
Cc1ccc(S(=O)(=O)N2CCCCC2C(=O)Nc2nncs2)cc1 (stereo not given) | 11%
COc1ccc(C2C(=O)N(C3CCC(C)CC3)CC(=O)N2C2CCCC2)cc1OC (stereo not given) | 6%
Cc1ccc(NC2=C(CC(=O)O)C(c3ccc(F)cc3)N(c3ccc(C)cc3)C2=O)cc1 (stereo not given) | ?
Remaining list, next part.
SMILES | aSyn tox rescue
CCc1nc2ccccc2c(C(=O)OCC(=O)Nc2cccc(S(=O)(=O)NC3=NCCCCC3)c2)c1C | 14%
COc1cccc(Cc2nc3ccccc3nc2SCC(=O)Nc2ccccc2F)c1 | 3%
CN(CC(=O)NCc1ccc(F)cc1)Cc1cccc(Cl)c1 | 2%
CCc1ccc(C(=O)c2cn(CC(=O)Nc3ccc(C)c(C)c3)c3ccccc3c2=O)cc1 | 1%
CCN(CCCNc1cc2c(c(N)c1S(=O)(=O)O)C(=O)c1ccccc1C2=O)c1ccccc1 | -6%
COc1ccc(NC(=O)COC(=O)CCOc2ccccc2C)cc1Cl | -33%[inhibitor]
CCOCCc1nnc(NC(=O)C(=O)c2cc(C)n(-c3ccc(Cl)cc3)c2C)s1 | 8%
Cc1cccc(N(C)c2nc3ccccc3c3nnc(C)n23)c1 | -12%
Cc1cccc(N2CCN(C(=O)C(Cc3ccccc3)n3cccc3)CC2)c1C (stereo not given) | -3%
CC(C)CCNC(=O)c1cc2cc(S(=O)(=O)N3CCCCC3)ccc2n1C | 9%
CCC(=O)Nc1ccccc1-c1nc2ccccc2n(C(C)C(=O)Nc2cccc(Cl)c2C)c1=O (stereo not given) | -5%
COc1ccc(/C=C2\CCCC3C2=NN(C(=O)CSc2ncn[nH]2)C3c2ccc(OC)cc2)cc1 (stereo not given) | 12%
COc1ccc(CNC(=O)COC(=O)CCc2nc3ccccc3c(=O)[nH]2)cc1 | 3%
O=C(NNC(=S)NCc1ccco1)C(c1ccccc1)c1ccccc1 | 1%
Cc1ccccc1Nc1nn2c(=O)c3ccc(C(=O)N4CCCC(C)C4)cc3nc2s1 (stereo not given) | 12%&0%

Screening data deposited in PubChem BioAssay by National Center for Advancing Translational Sciences (NCATS).
